ASM inhibitor: blocks human secretory acid sphingomyelinase | placental ASM, HMU-PC fluorogenic substrate, 60 min | P17405 | 340,000 tested, 0.006% active | Potency, µM (titrated, usually from 57.5 µM), for inactives: top-dose activity change, negative = inhibition, most hits filed as inhibitors; further: potency means the concentration at half of the fitted maximal effect
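HMU-PC0 cleavage (9 uM final) by human placental ASM, 60 min at 37 °C following 10 min compound exposure at RT; stopped at pH 10, fluorescence Ex 386/Em 447 nm.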
KCNH2 WT inh: blocks the wildtype human KCNH2 potassium channel | U2OS, BacMam KCNH2, thallium flux FluxOr; hits give low values | Q12809 | 340,000 tested, 0.37% active | activity change, % at 1.84 µM;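 active means maximum activity change below -70%; inconclusive means maximum activity change between -70% and -50%; inactive means maximum activity change above -50%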; further: on the % scale 0 is the no-effect control and ±100 the full control effect
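U2OS cells were transduced with wild-type KCNH2 virus (2.03 x 10^8 / mL) for 4 h at room temperature, then cultured overnight at 37 C. Thallium flux was read with FluxOr dye. Rate constants were normalized to DMSO controls.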
TRPV1 agonist: agonists of human vanilloid receptor 1 (TRPV1) | Q8NER1 | TRPV1-expressing cells, Fluo-8 calcium influx, agonist mode | activation, % at 8.33 µM | 320,000 tested, 0.19% active; in the data active means activation above about 80%; inconclusive means between about 30% and that limit; further: 0% is about no effect
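Cells expressing TRPV1 were dye-loaded with Fluo-8 and read kinetically: 10 s baseline, 3 min after compound (agonist portion), then 2 min after EC20 capsaicin (allosteric enhancer portion). Calcium-bound dye fluorescence at 480/520 nm.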
CXXC DNA block: blocks binding of human MLL CXXC domain to DNA; Potency, µM (doses to about 115 µM), for inactives: at the highest dose activity change, negative = inhibition, hits mostly inhibitors; 290,000 tested, 0.037% active; MLL-CXXC / FITC-HOXA9 DNA fluorescence polarization; AID 2662; Q03164; active means well fitted inhibition curve with a large enough effect in the polarisation, with a control signal flat, not every such curve was filed as active; inconclusive means small, poorly fitted or top-dose-only effect, or effect the other way, or a change in a side signal; inactive means no such curve, though single readings can be large or run the other way; the % refers to the polarisation; further: potency means the concentration at half of the fitted maximal effect
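Steps: dispense CXXC domain solution (7 uM) → pin compounds or unlabeled HOX-A9 DNA control → 5 min ambient → add FLSN-HOX-A9 solution (50 nM) → spin → 30 min ambient → fluorescence polarization. Tris pH 7.5/NaCl/DTT/BSA buffer.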
MBNL1-CUG inh: MBNL1-poly(CUG) RNA binding inhibition; Q9NR56; TR-FRET MBNL1-His/biotin-(CUG)12 binding, 665/545 ratio; Potency, µM (highest dose often 57.5 µM), for the others: top-dose activity change, negative = inhibition, usual class: inhibitors; 280,000 tested, 0.036% active; AID 2675; active means well fitted inhibition curve with a large enough effect in the signal ratio, with a control signal flat, not every such curve was filed as active; inconclusive means small, poorly fitted or top-dose-only effect, or effect the other way, or a change in a side signal; inactive means no such curve, though single readings can be large or run the other way; the % refers to the signal ratio; further: potency means the concentration at half of the fitted maximal effect; on the % scale 0 is the no-effect control and ±100 the full control effect
Target sequence (Q9NR56 whole entry, looked up): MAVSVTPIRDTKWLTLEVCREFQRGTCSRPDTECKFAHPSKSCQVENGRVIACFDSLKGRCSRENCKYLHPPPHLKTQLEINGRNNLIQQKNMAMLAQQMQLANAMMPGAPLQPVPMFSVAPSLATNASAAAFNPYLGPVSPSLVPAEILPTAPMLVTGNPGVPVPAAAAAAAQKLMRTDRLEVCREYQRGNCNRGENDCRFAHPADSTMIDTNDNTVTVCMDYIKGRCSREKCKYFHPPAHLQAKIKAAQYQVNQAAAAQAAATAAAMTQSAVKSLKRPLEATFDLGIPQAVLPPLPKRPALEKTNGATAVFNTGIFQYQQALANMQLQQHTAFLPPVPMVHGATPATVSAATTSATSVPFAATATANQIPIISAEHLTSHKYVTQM
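Ratiometric TR-FRET (665 over 545 nm, excitation 340 nm) tracks disruption of MBNL1-His/biotin-(CUG)12 complex after 60 min at room temperature, with compounds at 92 nM to 58 uM final.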
Coupling enz: coupling enzyme interference in Giardia aldolase counter-screen; 290,000 tested, 0.67% active; activity change, negative = inhibition, % at 58.2 µM, hits read low; coupling enzyme system counterscreen, AmpLite Red fluorescence; AID 2472; in the data active means activity change below about -30%; further: on the % scale 0 is the no-effect control and ±100 the full control effect
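Fluorescence at 525 nm excitation and 598 nm emission measured inhibition of the coupled detection system without aldolase. Compounds (at 57.5 uM final) were preincubated 10 min at room temperature with coupling enzyme reagent before a 20 min substrate/AmpLite Red step.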
GALK inh: blocks human galactokinase activity; Purified GALK, Kinase-Glo residual ATP luminescence; Potency, µM (series often up to 57.5 µM), for the others: top-dose activity change, negative = inhibition, actives largely listed as inhibitors; 270,000 tested, 0.007% active; further: potency means the concentration at half of the fitted maximal effect; on the % scale 0 is the no-effect control and ±100 the full control effect
Target sequence (P51570 whole entry, looked up): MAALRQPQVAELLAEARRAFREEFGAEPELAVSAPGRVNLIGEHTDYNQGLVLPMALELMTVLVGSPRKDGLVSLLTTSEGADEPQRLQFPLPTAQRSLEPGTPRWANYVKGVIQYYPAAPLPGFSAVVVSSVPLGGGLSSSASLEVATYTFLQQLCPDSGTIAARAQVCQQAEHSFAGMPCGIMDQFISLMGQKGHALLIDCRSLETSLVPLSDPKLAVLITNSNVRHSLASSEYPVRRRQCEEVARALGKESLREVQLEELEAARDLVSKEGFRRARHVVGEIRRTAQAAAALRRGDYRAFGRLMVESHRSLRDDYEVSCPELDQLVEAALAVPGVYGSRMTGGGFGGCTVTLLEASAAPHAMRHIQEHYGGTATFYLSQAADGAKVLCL
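GALK at 5 nM final was combined with compound, 35 uM ATP and 100 uM galactose in HEPES pH8.0 with MgCl2 and DTT. The reaction ran one hour at room temperature before luminescent ATP detection.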
KCNH2 3.1 block: inhibitors of human KCNH2 3.1 potassium channel isoform; 340,000 tested, 0.95% active; AID 720553; U2OS KCNH2 3.1, thallium flux FluxOr; hits give low values; activity change, % (tested at about 1.8 µM);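 active means maximum activity change below -70%; inconclusive means maximum activity change from -70% to -50%; inactive means maximum activity change above -50%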;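 further: thallium influx rate constant from kinetic fluorescence after stimulation buffer; on the % scale 0 is the no-effect control and ±100 the full control effect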
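We transduce U2OS cells with the mutant 3.1 virus, culture them overnight, load FluxOr with Red40 quencher for 45 min, then add stimulation buffer and read kinetically for 2 min to derive a normalized rate constant.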
A-T KAP1 phos: candidate therapy for ataxia-telangiectasia; […] A-T fibroblasts, KAP-1 phosphorylation AlphaLISA; neocarzinostatin DNA damage 30 min before lysis; Potency, µM (titrated, usually from 57.5 µM), for the others: top-dose activation, most hits filed as activators; 320,000 tested, 0.19% active; further: potency means the concentration at half of the fitted maximal effect; % of control where 0% means no effect; nearly all actives have a fitted effect of over 45% in size
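hTERT-immortalized A-T patient fibroblasts ([…]), 500 cells/well in OPTI-MEM, 1% FBS, got compounds for 60 min, then NCS for 30 min at 37C. Lysates were then assayed for phospho-KAP-1 by AlphaLISA (anti-pKAP1 donor, anti-KAP1 acceptor beads), 6 hr at 25C.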
Integrin act MD: integrin-mediated muscular dystrophy alleviation activation; alpha7betagal myoblasts, beta-gal FDG fluorescence, 48 h; Potency, µM (titrated, usually from 38.3 µM), inactives show top-dose activation, most hits filed as activators; 350,000 tested, 0.064% active; AID 624291;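 further: potency means the concentration at half of the fitted maximal effect; 100% = response of the positive control SU9516; nearly all actives have a fitted effect of over 60% in size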
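alpha7betagal+/- myoblasts (passage 13, 250/well) treated 48 h at 37C with compounds at 1:260 dilution of DMSO stock. Lysed, then beta-galactosidase activity read as FDG fluorescence (ex 480/em 540) after 30 min, with pre-read for autofluorescence.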
Numbers without * were called inactive; u = inconclusive; x = not tested or not shown; [ ] = remark or other dose. Unless noted, the call rests on the fitted dose curve; in most records, active means well fitted curve in the direction sought with a large enough effect; inconclusive means small, poorly fitted or top-dose-only effect, or another doubt; inactive means no such curve, though single readings can be large; an effect the other way counts as inactive or inconclusive.

Structure,KCNH2 3.1 block,Coupling enz,KCNH2 WT inh,Integrin act MD,TRPV1 agonist,A-T KAP1 phos,MBNL1-CUG inh,ASM inhibitor,GALK inh,CXXC DNA block
COc1ccc(C(=O)Nc2ccc3c(c2)OCCO3)cc1S(=O)(=O)N1CCOCC1,19.6,x,0.5,-18.7%,0.8,-1.1%,x,2.0%,x,x
Nc1cc(=O)[nH]c(SCC(=O)N2N=C(c3ccc(Cl)cc3)CC2c2ccco2)n1 (configuration not stated),3.4,0.8,2.7,1.7%,1.1,2.7%,13.4%,-5.5%,-3.5%,4.9%
CS(=O)(=O)c1nc(-c2ccc(Br)cc2)n[nH]1,-12.4,8.4,-23.7,-7.6%,-3.9,0.9%,-1.2%,-0.3%,6.5%,5.6%
CC(C)(C)OC(=O)C[C@@H]1C/C=C\C[C@H](CC(=O)N[C@H](CO)Cc2ccccc2)C(=O)N[C@H](Cc2ccccc2)COC1=O,4.1,x,1.9,-4.2%,x,5.6%,x,-2.3%,x,x
CC1CN(C(=O)c2ccc(COc3ccc(C(C)C)cc3)o2)CC(C)O1 (configuration not stated),-6.2,1.4,-0.6,30.7%,15.1,2.1%[11.5 µM],-4.5%,3.9%,-1.2%,9.9%
CCn1c(SCC(=O)Nc2cccc(S(=O)(=O)N(C)c3ccccc3)c2)nnc1C1CC1,-6.5,x,-15.6,10.9%,-3.2,2.6%,x,6.2%,x,x
Cc1ccc(OC(C)C(=O)Nc2cc(C)on2)cc1 (configuration not stated),-1.1,x,-17.0,-27.5%,u,2.3%,15.4%,1.5%,7.6%,25.3%
O=C(Cc1c(C(=O)O)[nH]c2ccccc12)NCCN1CCN(c2ccccc2F)CC1,3.6,4.3,4.2,0.8%,0.5,5.7%,-11.1%,0.4%,-0.9%,-0.3%
C[C@H](NC(=O)C1CCN(S(=O)(=O)c2ccccc2)CC1)C(=O)NCc1ccccc1,4.6,x,-0.6,u,-7.4,-11.1%,-5.0%,2.5%,-6.4%,-1.1%
O=C(N/N=C/c1ccccn1)NC12CC3CC(CC(C3)C1)C2,-5.5,-2.7,-7.4,u,4.5,16.5%,7.6%,0.0%,2.9%,-13.9%
Cc1ccccc1CNc1ncnc2cc(Cl)ccc12,1.1,-2.0,7.2,-43.1%,10.6,-10.5%,u,-0.4%,-2.7%,-0.9%
CCSc1nnc(NC(=O)NC2CCCCC2)s1,2.3,1.2,3.7,23.1%,8.8,-1.0%,-1.0%,-1.6%,0.7%,2.0%
CNC(=O)COc1ccc(Nc2nnc(-c3ccc(C)c(S(N)(=O)=O)c3)c3ccccc23)cc1,0.0,-4.7,-3.8,-6.8%,-1.6,5.7%,u,-0.5%,x,20.8%
Cc1ccc(C(=O)OCC(=O)NCc2cccc(Cl)c2)cc1S(=O)(=O)N1CCCCC1,1.2,x,18.1,4.3%,5.3,2.9%,x,-3.1%,x,x
O=C(NNc1cc(C(F)(F)F)nc2ccccc12)Nc1cccc(Cl)c1,-1.3,-9.1,1.4,-1.3%,-0.6,-10.3%,-7.7%,-16.6%,-0.2%,11.9%
COCc1cc(/C=N\NC(=O)Cc2ccc(Cl)cc2)ccc1OC,-1.6,4.3,4.9,-4.7%,-5.5,-8.4%,-0.2%,6.6%,0.7%,3.3%
COC(=O)c1ccc(Cl)c(NC(=O)CN(c2ccc(OC)cc2)S(=O)(=O)c2ccccc2)c1,-9.6,x,-7.3,4.3%,x,x,x,-3.9%,x,x
Cc1cc(=O)n2nc(-c3ccc(C(F)(F)F)cc3)sc2n1,16.2,2.4,11.2,17.2%,0.8,-1.5%,-18.5%,0.1%,0.8%,7.2%
O=C1CS/C(=N/N=C/c2cccs2)N1,6.6,1.4,4.4,-6.7%,-11.0,-13.9%,12.7%,0.6%,1.7%,8.5%
CCCN[C@@H]1C(=O)N2C(C(=O)OCCC)=C(C)CS[C@H]12,x,-1.1,x,0.0%,-0.6,-6.5%,1.7%,0.0%,x,-4.6%
CCOc1ccc(C2c3c(oc4ccccc4c3=O)C(=O)N2c2ccc(C)cn2)cc1OC (configuration not stated),-1.3,0.7,0.3,0.2%,u,0.7%,u,-11.4%,2.5%,1.5%
Cc1ccc(F)c([C@H]2C3C=CCC(c4ccccc4)C3C(=O)N2Cc2ccccc2)c1 (some centres not stated),-26.2,-0.9,1.0,-35.8%,26.0,-6.5%,7.5%,-0.7%,-2.0%,-3.7%
CN1CCN(S(=O)(=O)c2cccc(C(=O)Nc3nc(-c4ccccc4)cs3)c2)CC1,-16.2,3.3,17.4,27.8%,15.9,-2.7%,-13.3%,-4.0%,0.3%,-1.3%
NC(=O)C1CCN(C(=O)COc2ccc(S(=O)(=O)NCc3ccccc3)cc2Cl)CC1,-42.3,1.2,-9.0,8.8%,-4.7,-0.1%,x,-0.7%,2.0%,-0.7%
Cc1ccc(NC(=O)c2sc(N)nc2-c2ccccc2)cc1C,12.9,-0.5,12.6,-9.2%,3.3,-0.2%,11.0%,-5.2%,12.1%,-3.8%
Cc1c(C(=O)c2ccc3c(c2)OCO3)ccc2c1OCO2,-2.4,x,54.8,-6.6%,x,x,x,-3.2%,x,x
COc1ccc(CCNC(=O)Cn2nnc(-c3cccc(OC)c3OC)n2)cc1OC,6.6,0.1,-18.4,39.5%[7.66 µM],-2.8,1.0%,6.8%,-2.1%,11.6%,14.0%
O=C(COc1ccc(/C=N/NC(=O)c2ccncc2)cc1)Nc1ccc([N+](=O)[O-])cc1,-13.6,0.3,-2.3,11.8%,-2.1,8.0%,4.2%,-1.4%,-2.7%,-0.6%
Cn1c(=O)n(C)c2cc(NC(=O)COc3ccc(F)cc3F)ccc21,-0.9,-1.1,-8.0,-11.1%,6.6,3.7%,-10.2%,-1.3%,4.9%,-1.4%
CCN(CC)c1ccc(NC(=O)Cn2c(C(C)NC(=O)c3ccccc3)nc3ccccc32)cc1 (configuration not stated),19.6,-0.7,4.2,-12.3%,1.8,-0.7%,0.7%,0.8%,0.5%,16.3%
COc1cc(C)c(C)cc1S(=O)(=O)N1CCN(Cc2ccccc2)CC1,4.5,-0.2,-8.4,0.0%,0.8,17.0%,-4.3%,5.1%,13.7%,3.3%
Cn1nnnc1SCc1cc(=O)n2ccsc2n1,-10.9,0.1,-18.5,12.5%,-2.7,-6.1%,-2.2%,3.8%,-1.5%,6.6%
CCCCc1ccc(NC(=S)N2CCCC(CO)C2)cc1 (configuration not stated),-2.4,0.1,-9.1,-20.4%,u,0.7%,3.1%,1.2%,0.9%,-3.3%
O=C(CCSc1ccc(Br)cc1)c1ccc(O)cc1,-5.3,-0.2,-4.8,-37.3%,18.4,-3.3%,-6.5%,-13.3%,-1.7%,16.5%
CCc1onc(C)c1C(=O)Nc1ccc(N2CCOCC2)cc1,7.5,x,-9.5,5.7%,-1.6,-7.7%,x,0.3%,x,x
NC(=O)c1sc2nc(-c3cccs3)ccc2c1N,-11.3,2.1,-12.8,21.9%,0.5,9.8%,u,1.8%,-1.2%,12.7%
NS(=O)(=O)c1ccc(NC(=O)CN2CCCCC2)cc1,17.4,4.0,0.2,-20.5%[7.66 µM],-0.8,8.1%,15.9%,1.3%,1.2%,3.7%
Cc1ccc2nc(/C(C#N)=C\c3ccc(N4CCOCC4)o3)[nH]c2c1,1.5,0.0,-3.8,-7.2%,4.8,-4.1%,u,-0.4%,0.3%,u
